# Assay outcomes: PubChem, NMMLSC
# GRK2 aptamer HTS – compounds blocking aptamer binding on GRK2 – biochemical, human GRK2, bead flow cytometry, HTS, primary screen | AID 488847, 2010 | hit rate 0.59% among 330,000 | Beta-adrenergic receptor kinase 1 (Homo sapiens), P25098 | inhibition of aptamer binding, % at 10 µM | FAM-aptamer displacement from GRK2;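 active = inhibition of aptamer binding above 40%, roughly 3 SD of noise, on plates passing a quality check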;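 note: median bead fluorescence of bound FAM aptamer so fluorescent compounds give negative values; no value below 0 was filed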
# VLA-4 inh – inhibition in human VLA-4 binding assay, primary screen, VLA-4 allosteric modulator project, MLPCN library, flow cytometry, VLA-4 expressing cells. inhibition, % (about 7 µM as worked out from the volumes in the protocol). AID 2557, 2010. ligand binding flow cytometry. Integrin alpha-4 (Homo sapiens), P13612. hit rate 0.2% among 330,000; in the data active = inhibition above about 50%
# Target sequence (P13612 whole entry, looked up): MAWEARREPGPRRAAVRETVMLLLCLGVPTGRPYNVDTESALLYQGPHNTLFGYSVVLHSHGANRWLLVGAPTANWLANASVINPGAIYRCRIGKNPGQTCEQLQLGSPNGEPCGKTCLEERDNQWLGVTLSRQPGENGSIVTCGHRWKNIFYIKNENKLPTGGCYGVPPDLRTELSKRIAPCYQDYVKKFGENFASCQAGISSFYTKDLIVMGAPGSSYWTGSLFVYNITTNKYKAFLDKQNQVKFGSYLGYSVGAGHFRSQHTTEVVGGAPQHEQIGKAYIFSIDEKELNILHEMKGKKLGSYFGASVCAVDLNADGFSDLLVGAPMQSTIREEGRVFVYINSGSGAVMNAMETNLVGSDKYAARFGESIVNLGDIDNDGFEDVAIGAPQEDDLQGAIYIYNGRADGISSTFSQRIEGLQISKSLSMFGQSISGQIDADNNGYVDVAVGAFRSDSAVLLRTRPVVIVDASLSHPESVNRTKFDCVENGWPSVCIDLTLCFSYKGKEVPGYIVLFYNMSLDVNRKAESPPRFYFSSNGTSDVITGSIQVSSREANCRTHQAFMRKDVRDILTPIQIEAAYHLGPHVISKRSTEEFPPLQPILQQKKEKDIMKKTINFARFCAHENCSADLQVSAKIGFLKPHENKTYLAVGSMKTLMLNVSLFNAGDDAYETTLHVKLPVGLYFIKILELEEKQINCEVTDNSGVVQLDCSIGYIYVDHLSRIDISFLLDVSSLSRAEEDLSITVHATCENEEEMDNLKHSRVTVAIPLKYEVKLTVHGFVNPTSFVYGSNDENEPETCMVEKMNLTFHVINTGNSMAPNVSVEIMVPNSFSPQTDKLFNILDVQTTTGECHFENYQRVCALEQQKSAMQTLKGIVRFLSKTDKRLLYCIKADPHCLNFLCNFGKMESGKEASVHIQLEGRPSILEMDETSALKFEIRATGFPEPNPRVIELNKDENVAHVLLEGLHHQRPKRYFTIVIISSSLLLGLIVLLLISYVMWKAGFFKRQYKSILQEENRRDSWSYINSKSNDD
# AGP1 TOR yeast – modulators of AGP1-GFP expression in yeast TOR pathway, primary screen, cell-based, multiplex flow cytometry, S. cerevisiae, MLPCN library. GFP response vs DMSO, % at 10 µM. 3 h; GFP as percent of DMSO wells. hit rate 0.02% among 320,000;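 active = GFP response relative to DMSO above a set limit, near screen average plus 3 SD, cut at about 150% in these data; inconclusive = fewer than 70 cells counted for the yeast strain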;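 note: median GFP channel fluorescence of the gated AGP1 strain per well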
# MEP2-GFP yeast – modulators of MEP2-GFP levels in yeast, primary screen, S. cerevisiae, multiplex flow cytometry, MLPCN library | S. cerevisiae MEP2-GFP strain, 3 h; 100% = DMSO control level | GFP response vs DMSO, % at 10 µM | hit rate 0.51% among 330,000 | AID 2016, 2009;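 active = GFP response versus DMSO above a set limit, roughly screen mean plus 3 SD, cut at about 180% in these data; inconclusive = fewer than 70 cells counted for a yeast strain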;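 note: median GFP fluorescence of the barcode-gated MEP2-GFP cells per well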
# LAP4 TOR yeast – modulators of LAP4-GFP expression in yeast, primary screen, S. cerevisiae, multiplex flow cytometry, MLPCN library; GFP response vs DMSO, % at 10 µM; 3 h; median GFP as percent of DMSO wells; AID 2023, 2009; hit rate 0.34% among 320,000;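 active = GFP response vs DMSO above a set limit, about the screen mean plus 3 SD, cut at about 150% in these data; inconclusive = under 70 cell events counted for the yeast strain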
# CR mimetic SO – reduction of superoxide in aged yeast, primary screen, HTS | superoxide response (% of plate mean), % at 10 µM | S. cerevisiae aged cells, superoxide DHE fluorescence; stronger effect = lower value | AID 2690, 2010 | hit rate 0.18% among 330,000;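 active = superoxide response under a set limit, about three screen SD below normal, cut at about 65% in these data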;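 note: yeast aged for seven days with compound at 30 °C before DHE staining; 100% = average MFI of all compound-treated wells on the plate with controls excluded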
# CIT2 TOR yeast – modulators of CIT2-GFP expression in yeast, primary screen, S. cerevisiae, GFP fusion, multiplex flow cytometry, MLPCN library. S. cerevisiae CIT2-GFP strain, 3 h; 100 means same as DMSO wells. GFP response vs DMSO, % at 10 µM. hit rate 0.065% among 320,000;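 active = GFP response relative to DMSO above a set limit, near the screen mean plus 3 SD, cut at about 150% in these data; inconclusive = Fewer than 70 cells measured for a yeast strain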;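 note: ratio of well median GFP fluorescence to mean of DMSO wells on the plate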
# RPL19A TOR yeast – RPL19A-GFP expression modulators in yeast, primary screen, cell-based, S. cerevisiae, multiplex flow cytometry, MLPCN. S. cerevisiae RPL19A-GFP strain, 3 h; stronger effect = lower value. percent response vs DMSO, % at 10 µM. hit rate 0.3% among 330,000. AID 2025, 2009;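 active = percent response vs DMSO below 50%; inconclusive = fewer than 70 events counted for the yeast strain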;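 note: median channel GFP fluorescence of the barcoded RPL19A-GFP strain; ratio of sample median GFP to plate DMSO average so 100% = DMSO; lower means less RPL19A-GFP as with rapamycin TOR inhibition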
# Starred values were filed as active, the others as inactive; ? = inconclusive; · = no result given; [ ] = another dose, or the depositor's remark.
SMILES,GRK2 aptamer HTS,VLA-4 inh,AGP1 TOR yeast,MEP2-GFP yeast,LAP4 TOR yeast,CR mimetic SO,CIT2 TOR yeast,RPL19A TOR yeast
O=C(CN(Cc1ccco1)C(=O)CNS(=O)(=O)c1ccc(F)cc1)NCc1ccccc1,0,3,99,107,95,107,98,102
Cc1ccc(NC(=O)CSc2ccc3nnc(CCNC(=O)c4ccccc4)n3n2)c(C)c1,0,12,87,97,79,83,89,102
O=c1c2ccccc2nc(-c2ccccc2)n1Cc1ccco1,0,15,104,91,106,100,89,100
N=c1sccn1CC(=O)N1N=C(c2ccc(Cl)cc2)CC1c1ccco1 (stereo unspecified),0,-14,90,99,113,110,103,97
CCCCCc1ccc(-c2ccc(=O)[nH]n2)cc1,0,-25,96,96,111,91,94,97
COc1ccc(/C=N/NC(=O)C(N)=O)c(OC)c1OC,0,-15,104,99,91,84,104,102
CC12CCC(=O)C=C1CCC1C2C(=O)CC2(C)C1CC[C@]2(O)C(=O)CO (stereo partly specified),0,1,?,?,?,88,?,?
CCOC(=O)Cn1nc(-c2ccc(C)cc2)c2ccccc2c1=O,0,2,93,100,100,104,94,102
COc1ccc(-n2nc(C(=O)NCC(=O)N3CC(C)CC(C)C3)c3ccccc3c2=O)c(OC)c1 (stereo unspecified),6,-1,98,103,94,103,102,100
Cc1csc(NC(=O)CSc2nnc(C)c(=O)n2N)n1,1,48,93,100,96,100,104,103
COc1cccc(NC(=O)CCS(=O)(=O)c2ccc3c(c2)oc(=O)n3C)c1,3,-18,82,109,101,76,111,102
Cc1cccc(CSc2ccc(-c3cccs3)nn2)c1,0,11,95,87,81,96,87,102
COc1ccc(Nc2nc(-c3ccccc3)c3ccccc3n2)cc1,0,24,86,78,113,86,71,91
CCOc1ccc(CCNC(=O)C2CCCN(C(=O)N(C)C)C2)cc1OCC (stereo unspecified),4,8,106,106,101,96,101,103
O=C(NCC12CC3CC(CC(C3)C1)C2)c1cc2n(n1)C(C(F)(F)F)CC(c1ccco1)N2 (stereo unspecified),0,5,120,159,129,115,113,86
CC1(C(=O)NCCN2CCOCC2)C=CC2(CCCCC2)N1C(=O)c1ccccc1 (stereo unspecified),3,-2,90,97,125,85,101,102
Cc1coc2c(C)c3oc(=O)c(CCC(=O)NCCC(=O)O)c(C)c3cc12,3,7,98,112,104,108,104,103
CCN(CC)CCOC(=O)c1ccc(N/C=C(/C#N)c2nc(-c3cccc(OC)c3)cs2)cc1,·,-78,97,97,129,101,81,91
CSc1nc2ccc(Nc3nc(N4CCOCC4)nc(N4CCOCC4)n3)cc2s1,0,10,102,103,108,83,102,99
Cc1ccc2nc(-c3ccc(NC(=O)CCN4C(=O)c5ccccc5C4=O)cc3)sc2c1,0,15,95,101,91,101,100,102
COc1ccc(S(=O)(=O)NCC2CCC(C(=O)NCc3cccnc3)CC2)cc1 (stereo unspecified),2,-9,93,92,84,97,96,94
CC[n+]1c(/C=C(\C)SC)sc2ccccc21,5,-6,99,102,102,100,98,95
CNc1nc(NC#N)nc(SC)n1,0,-3,102,103,104,97,100,98
O=C(Nc1cccc(-n2cnnn2)c1)c1cc2ccccc2o1,1,4,87,100,71,76,92,105
O=C(NNC1=NC2(CCCC2)Cc2ccccc21)c1ccncc1,0,-4,102,109,112,83,99,100
CCC1(c2ccc(F)cc2)NC(=O)N(CC(=O)N(C)C2CCS(=O)(=O)C2)C1=O (stereo unspecified),0,-15,105,100,101,99,111,100
COc1nonc1NC(=O)CSc1nc2ccccc2[nH]1,0,9,95,98,93,97,97,97
CCc1cc2c(N3CCN(c4ccccc4)CC3)ncnc2s1,0,0,·,110,117,98,97,96
O=C(Nc1nnc(-c2cccs2)o1)c1cccc(Oc2ccccc2)c1,0,-18,94,102,121,97,98,101
O=c1c(F)cn(C2CCCO2)c(=O)n1Cc1ccccc1Cl (stereo unspecified),0,7,94,104,103,110,101,102
COc1cc2[nH]c(=S)n(C3CCCC3)c(=O)c2cc1OC,2,13,82,85,87,109,85,91
CC1CCN(c2ccc(NC(=O)Cn3c(=O)oc4ccccc43)cc2)CC1,0,16,97,98,96,99,100,97
COc1cccc(NC(=S)NNC(=O)C(C)n2nc(C)c([N+](=O)[O-])c2C)c1 (stereo unspecified),0,4,99,107,98,120,99,97
c1ccc2c(c1)N1CCCN=C1N2CCN1CCCCC1,0,22,99,106,87,70,105,105
CCOC(=O)c1ccc(COC(=O)CCc2nc3ccccc3[nH]c2=O)o1,0,7,93,94,100,108,93,95
COc1cc(NC(=O)CSc2nnc(C)s2)cc(OC)c1OC,3,9,93,96,93,76,104,97
COc1ccc(-c2cc(C(=O)NCC(C)C)no2)cc1,2,-7,·,94,87,82,91,91
CCOc1cc(C(N)=O)cc(Cl)c1OCc1ccccc1,0,-34,87,101,92,93,105,104
COc1ccc(N=C2SC(CC(=O)Nc3ccccc3OC)C(=O)N2Cc2ccco2)cc1 (stereo unspecified),0,21,89,96,86,107,90,94
Cc1cccc(OCc2nnc(SCc3nc4ccccc4c(=O)[nH]3)o2)c1,0,18,101,103,98,123,101,103
Cc1cccn2c(=O)nc(SCC(=O)N3CCCC3)nc12,2,3,103,108,110,81,111,102
Cc1cc(OCC(=O)Nc2ccccc2C(N)=O)c2c(C)cc(=O)oc2c1,4,5,95,108,101,89,92,94
N#C/C(=C\c1cccnc1)C(=O)Nc1cccc2ccccc12,0,20,98,102,110,114,83,104
COc1cc2c(cc1OC)-c1c(OC)c(OC)cc3ccnc(c13)C2=O,4,-1,73,90,126,96,75,94
Cc1cccc(C(=O)NCC(=O)N2CCCC2)c1,2,5,90,109,68,116,98,108
O=C(NCc1ccco1)c1cccc2c1C(=O)N(C1CCCCC1)C2,0,8,99,108,103,92,99,100
O=C(O)[C@@H]1CCCN1S(=O)(=O)c1cccc(S(=O)(=O)N2CCC[C@H]2C(=O)O)c1,0,14,85,90,134,117,84,96
Cc1ccc(NC(=O)CCC(=O)NNC(=O)c2ccccc2[N+](=O)[O-])c(C)c1,0,7,95,98,105,102,82,99
O=c1c2cc(N3CCOCC3)ccc2[nH]c(=S)n1Cc1ccco1,1,14,106,107,105,105,97,102
CC(=O)c1c(C)[nH]c(C(=O)CN2CCN(S(=O)(=O)c3ccccc3[N+](=O)[O-])CC2)c1C,6,6,96,94,96,106,94,96
Cc1ccc(C)c(OCCn2ccnc2)c1,9,6,95,108,94,87,101,102
N#Cc1c(Nc2cccc(F)c2)sc2c(O)cc(=O)[nH]c12,2,4,103,100,101,103,102,94
COc1ccccc1/C=N\NC(=O)c1ccc(COc2ccc(C)c(C)c2)o1,0,9,108,99,112,98,101,96
CCc1cc2c(SCC#N)ncnc2s1,0,-3,93,101,102,87,107,102
CC(=O)c1sc(NC(=O)CCS(=O)(=O)c2ccccc2)nc1C,2,-3,99,109,113,105,94,103
C#CC[N+](C)(C)CCCCCCCC,0,5,95,96,90,104,97,98
O=S(=O)(c1ccccc1)N1c2cc(Cl)ccc2Oc2nc3ccccc3nc21,1,-4,97,93,96,106,94,92
COc1cccc2c1OC[C@@H](CO)[C@H]2N(C)C(=O)Nc1ccc(Cl)cc1Cl,2,-8,102,105,100,113,·,100
CC(CC(=O)Nc1nnc(C(C)(C)C)s1)c1ccccc1 (stereo unspecified),0,21,98,106,92,96,105,100
COc1ccc(-c2nc(CS(=O)CC(=O)NCCc3ccc(C)cc3)c(C)o2)cc1OC (stereo unspecified),1,-3,107,111,100,103,108,106

# (more compounds)
SMILES,GRK2 aptamer HTS,VLA-4 inh,AGP1 TOR yeast,MEP2-GFP yeast,LAP4 TOR yeast,CR mimetic SO,CIT2 TOR yeast,RPL19A TOR yeast
Cc1cc(C)n(-c2nc(NCCO)c3c4c(sc3n2)CCCC4)n1,9,-1,103,103,108,128,102,103
CCS(=O)(=O)c1ccc(O)c(NC(=O)COc2ccc(Br)cc2)c1,1,2,99,99,99,95,96,100
Cc1ccc(Cn2c(C3CCCN3c3nc(-c4cc(Cl)c(N)c(Cl)c4)cs3)nc3cc(Cl)c(Cl)cc32)cc1 (stereo unspecified),0,14,87,97,107,106,86,100
COc1cc(/C=C2\SC(=S)N(NC(=O)c3ccc(O)c(OC)c3)C2=O)ccc1O,3,-374,104,94,101,95,107,93
O=C(Nc1ccc2c(c1)OCO2)C1CC(c2ccccc2Cl)=NO1 (stereo unspecified),2,-15,100,101,113,122,96,96
COc1cccc(-n2cc(CNCc3c(C(=O)N(C)C)nc4ccc(Cl)cn34)cn2)c1,0,-3,100,92,83,99,105,106
COCCN(C(=O)CSc1nnc(-c2cccc(OC)c2)n1C)c1c(N)n(Cc2ccccc2)c(=O)[nH]c1=O,0,12,98,95,100,115,101,100
CC(=O)N1CCC2(CC1)C/C(=N\NC(=S)Nc1ccccc1C)c1cc(O)ccc1O2,0,-1,94,92,86,91,95,93
CCc1cc(C(=O)N2CCCC(C(=O)c3cccc(OC(C)C)c3)C2)n(C)n1 (stereo unspecified),2,8,100,102,94,94,102,97
CSc1nc(N2CCOCC2)c2c(c1C#N)CC(C)(C)OC2,3,9,?,?,?,94,119[may fluoresce red],?
COc1ccc(S(=O)(=O)n2cnc3cc(C)c(C)cc32)cc1,2,5,93,88,96,101,85,94
Cc1cc[n+](CC2OCc3ccccc3CO2)cc1,0,8,103,97,103,101,96,98
Cc1ccc(N2CCCCn3c2nc2c3c(=O)n(CC(=O)O)c(=O)n2C)cc1,0,-2,104,103,99,87,97,102
C[C@H]1C=C(C(=O)N2CCN(Cc3ccc4c(c3)OCO4)CC2)O[C@@H](OCc2ccc(CO)cc2)C1,1,-9,105,102,103,98,101,100
C=CCNc1nc(C(F)(F)F)nc2c1nnn2Cc1ccccc1Cl,2,70*,98,106,101,108,97,103
C=CC[C@@H](CC(=O)N(CCO)Cc1ccccc1)C(=O)NC[C@@H](OC(=O)[C@@H](CC=C)Cc1ccc(F)cc1)c1ccccc1,3,19,93,103,96,94,90,97
O=C(NCc1nnc(SCC(=O)N2CCCc3ccccc32)o1)c1c(F)cccc1Cl,2,5,101,104,90,104,100,106
CCCCNC(=O)c1ccccc1NC(=O)CN(c1ccccc1)S(=O)(=O)N(C)C,2,7,100,94,93,99,105,100
COc1ccc(C2Nc3ccccc3C(=O)N2C2CCCCC2)cc1 (stereo unspecified),2,3,77,78,77,97,67,78
COC(=O)c1cn(C(=O)/C=C/c2ccc(OC)c(OC)c2)c2ccccc12,0,8,98,94,109,98,101,93
CCOC(=O)C(O)(CCC(O)(C(=O)OCC)C(=O)OCC)C(=O)OCC,2,10,103,103,102,128,99,98

# Structures from the list above that contain a COOH group:
SMILES,GRK2 aptamer HTS,VLA-4 inh,AGP1 TOR yeast,MEP2-GFP yeast,LAP4 TOR yeast,CR mimetic SO,CIT2 TOR yeast,RPL19A TOR yeast
Cc1coc2c(C)c3oc(=O)c(CCC(=O)NCCC(=O)O)c(C)c3cc12,3,7,98,112,104,108,104,103
O=C(O)[C@@H]1CCCN1S(=O)(=O)c1cccc(S(=O)(=O)N2CCC[C@H]2C(=O)O)c1,0,14,85,90,134,117,84,96
Cc1ccc(N2CCCCn3c2nc2c3c(=O)n(CC(=O)O)c(=O)n2C)cc1,0,-2,104,103,99,87,97,102
